Bioassay records as filed in PubChem.
PAFAH2 inh: PAFAH2 (human) inhibition. Q99487. recombinant PAFAH2, FP-rhodamine activity probe, fluorescence polarization. inhibition, % at 3.39 µM. hit rate 0.99% among 340,000;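 active = inhibition above the mean over all tested compounds plus 3 SD, cut at about 30% in these data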;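 also: inhibitors block probe labeling of enzyme so polarization drops; 0% = enzyme with DMSO and 100% = wells lacking PAFAH2 protein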
TPT1 inh: C. albicans TPT1 enzyme inhibition; inhibition, % at 5 µM; hit rate 0.81% among 300,000; AID 1962; recombinant caTPT1, FP RNA substrate dephosphorylation;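 active = inhibition above the mean of all tested compounds plus 3 SD, set per screening campaign, cut at about 24% in these data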;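 also: plate controls were DMSO alone for no effect and ferristatin control at 100 nM for full effect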
AHR activator: activators of human aryl hydrocarbon receptor. AHR-responsive luciferase reporter cells, luminescence. P35869. AID 2796. hit rate 2.5% among 320,000. activation, % at 5 µM; in the data active = activation above about 47%;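 also: 0% = vehicle wells and 100% = reference agonist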
PP5 primary: inhibitors of human protein phosphatase 5 (PP5) | inhibition, % at 6.7 µM | AID 1987 | P53041 | purified PP5c, OMFP substrate fluorescence | hit rate 0.18% among 320,000;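 active = inhibition above the campaign's mean inhibition across all tested compounds plus 3 SD, cut at about 9.5% in these data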;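 also: 0% = DMSO only and 100% = 100 µM cantharidin control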
Target sequence (P53041 whole entry, looked up): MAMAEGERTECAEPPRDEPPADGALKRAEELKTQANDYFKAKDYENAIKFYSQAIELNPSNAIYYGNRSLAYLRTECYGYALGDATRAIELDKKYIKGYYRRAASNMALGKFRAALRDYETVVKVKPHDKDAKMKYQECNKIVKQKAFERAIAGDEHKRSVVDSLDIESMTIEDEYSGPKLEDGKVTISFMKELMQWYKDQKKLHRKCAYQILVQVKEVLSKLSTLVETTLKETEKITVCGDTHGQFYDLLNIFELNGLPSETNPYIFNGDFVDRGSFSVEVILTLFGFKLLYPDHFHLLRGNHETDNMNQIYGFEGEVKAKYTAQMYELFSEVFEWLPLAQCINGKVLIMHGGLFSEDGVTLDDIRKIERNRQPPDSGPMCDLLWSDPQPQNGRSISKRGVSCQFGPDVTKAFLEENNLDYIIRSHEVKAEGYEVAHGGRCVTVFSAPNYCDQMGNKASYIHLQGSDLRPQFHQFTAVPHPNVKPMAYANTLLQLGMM
HCV core dimer: blocks dimerization of HCV core protein; AID 1899; inhibition, % at 5 µM; hit rate 0.33% among 300,000; TR-FRET GST/Flag-core106 dimerization, 1536-well;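 active = inhibition above the mean of all tested compounds plus 3 SD, set per screening campaign, cut at about 45% in these data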
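System: GST/Flag-tagged HCV core106 proteins. Incubation: compound-protein-antibody incubation 4 h at 22.5 °C. Technique: HTRF with 340 nm excitation, 617/671 nm emission. Medium: KF-containing HEPES buffer, pH 7.45, DTT, CHAPS, BSA. Read-out: inhibition (%) from 671 over 617 nm ratio. Also added: Eu(K)-anti-GST 90 ng/mL plus XL665-anti-Flag 1 µg/mL.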
proCasp7 act: counter-screen for procaspase-3 activators: activators of human procaspase-7; AID 463210; hit rate 0.093% among 330,000; recombinant procaspase-7, Ac-DEVD-pNA absorbance 405 nm; D23A/D198A/D206A triple mutant, cannot self-cleave; scale: DMSO 0, 5 µM enzyme 100; activation, % at 8.5 µM;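 active = percent activation above the screen-wide mean plus 3 SD, cut at about 25% in these data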
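Material: Procaspase-7 triple mutant (PC-7 D3A) | Quantity: 2 µM procaspase-7 mutant as dispensed | Reagent: DEVD-pNA substrate | Times: 1 h preincubation, 2 h reaction | Technique: 405 nm absorbance of p-nitroaniline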
PP1 counter: PP1-alpha (human) inhibition in PP5 counter-screen | purified PP1alpha, OMFP fluorescence | P62136 | hit rate 0.9% among 320,000 | inhibition, % at 6.7 µM | AID 2235;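 active = inhibition above the mean inhibition of all tested compounds plus 3 SD, computed separately for each screening campaign, cut at about 15% in these data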
Target sequence (P62136 whole entry, looked up): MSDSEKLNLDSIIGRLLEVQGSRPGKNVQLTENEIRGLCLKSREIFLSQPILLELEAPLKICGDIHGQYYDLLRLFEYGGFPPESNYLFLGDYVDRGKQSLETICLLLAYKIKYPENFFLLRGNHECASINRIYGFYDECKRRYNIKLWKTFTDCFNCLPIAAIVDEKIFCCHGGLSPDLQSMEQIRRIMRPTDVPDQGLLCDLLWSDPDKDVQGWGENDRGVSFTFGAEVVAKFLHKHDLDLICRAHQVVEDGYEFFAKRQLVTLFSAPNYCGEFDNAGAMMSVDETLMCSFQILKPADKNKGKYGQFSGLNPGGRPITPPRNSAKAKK
procasp3 activ: activates human procaspase-3; P42574; recombinant procaspase-3 D3A, Ac-DEVD-pNA absorbance 405 nm; activation, % at 8.5 µM; hit rate 0.11% among 330,000; AID 463141;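 active = activation above the mean of all tested compounds plus 3 SD, cut at about 21% in these data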;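 also: 0% = DMSO alone and 100% = DMSO wells spiked with extra 5 µM PC-3 D3A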
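Assay system – Procaspase-3 D3A mutant, all three cleavage aspartates alanine · Controls – DMSO-only low control, 5 µM PC-3 D3A high control · Schedule – 1 h compound preincubation, 2 h substrate hydrolysis at 25 °C · Signal – 405 nm absorbance of p-nitroaniline, reads at 0 and 120 min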
CTSL1 counter: blocks F. hepatica cathepsin L1 in PFM18AAP counter-screen | recombinant F. hepatica cathepsin L1, Z-Leu-Arg-MCA fluorescence | inhibition, % at 5.96 µM | hit rate 0.49% among 300,000;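 active = inhibition above the mean of all tested compounds plus 3 SD, set per screening campaign, cut at about 17% in these data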;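 also: 0% = plate median of test compound wells and 100% = 1 µM Z-Phe-Ala-diazomethylketone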
Starred values were filed as active, the others as inactive; nt = no result given.

SMILES	PAFAH2 inh	TPT1 inh	AHR activator	PP5 primary	HCV core dimer	proCasp7 act	PP1 counter	procasp3 activ	CTSL1 counter
N=c1n(-c2ccccc2)c(O)cc(=O)n1-c1ccccc1	-0.4	1.3	0.6	-1.9	-5.0	5.1	0.5	-4.6	-1.6
CCn1ncc(C2=NOC(C(=O)NCC(C)C)C2)c1C (stereo unspecified)	-12.6	-1.2	3.8	1.7	-4.8	5.6	1.9	5.2	3.0
CCCOc1ccccc1NC(=O)Nc1ccccc1Cl	3.0	-3.2	24.0	3.8	-4.6	7.0	2.9	-7.2	4.2
O=C(CSc1nc2c(sc3ccccc32)c(=O)n1CCO)NCc1ccco1	5.0	-0.1	4.7	2.6	4.7	24.2	-4.8	-1.0	2.1
N#CCCn1cc(CNCc2ccccc2)c(-c2cccc([N+](=O)[O-])c2)n1	-1.1	-4.3	1.6	2.2	0.7	3.3	0.6	7.5	-1.9
CC1CC1C(=O)OCC(=O)N(C)c1c(N)n(Cc2ccccc2)c(=O)[nH]c1=O (stereo unspecified)	-4.7	1.0	-0.5	-0.3	3.2	7.9	-4.2	-3.3	-4.6
C(=N\c1nc2ccccc2[nH]1)/c1cccs1	-4.4	0.8	3.9	0.6	-1.2	9.6	-3.0	-0.8	-1.6
O=C(Nc1ccccc1)C1=C[C@@H](C2CC2)C[C@@H](OCCCCO)O1	3.7	-6.7	10.6	0.6	-11.4	-3.1	-3.7	2.5	3.8
O=C1CCC(C(=O)OC(C(=O)c2c[nH]c3ccccc23)c2ccccc2)=NN1 (stereo unspecified)	-4.1	-2.3	4.9	4.5	-11.4	-6.5	-3.5	7.0	-40.5
CCOc1ccc2c(c1)nc(SCC(=O)c1ccc(Br)s1)n2C	16.7	6.3	3.6	2.2	6.0	-10.0	-2.7	-2.2	-0.1
COc1ccc(C(=O)NC(=S)NC2CCSC2=O)cc1 (stereo unspecified)	-24.0	-4.3	1.1	0.2	-3.0	-0.1	-1.6	-8.9	0.2
O=c1c2c3c(sc2nc(NCCO)n1Cc1ccco1)CCCCC3	27.6	-0.9	21.1	4.0	-2.2	0.6	-2.0	-7.0	4.5

Ordered by the number under PAFAH2 inh (ascending): 3 of the compounds above.
smiles | PAFAH2 inh
N=c1n(-c2ccccc2)c(O)cc(=O)n1-c1ccccc1 | -0.4
O=C(CSc1nc2c(sc3ccccc32)c(=O)n1CCO)NCc1ccco1 | 5.0
CCOc1ccc2c(c1)nc(SCC(=O)c1ccc(Br)s1)n2C | 16.7

Later entries
SMILES	PAFAH2 inh	TPT1 inh	AHR activator	PP5 primary	HCV core dimer	proCasp7 act	PP1 counter	procasp3 activ	CTSL1 counter
Cc1cc(S(=O)(=O)Nc2noc3ccccc23)ccc1F	-1.3	-4.8	5.9	0.0	-16.7	-6.5	-9.4	2.2	2.9
CC(C)=CC[N+]1(C)CCCCC1	-4.2	-1.1	-1.4	2.8	-3.6	-2.0	-2.8	11.9	-1.3
Cc1nnc(SCC(=O)N2CCN(c3cccc(Cl)c3)CC2)n1C1CC1	2.4	nt	-1.1	1.1	nt	-4.7	-3.5	0.1	nt
O=C1OC(COc2ccc(Br)cc2)CN1c1ccccc1 (stereo unspecified)	4.5	-1.2	-0.4	0.9	1.4	-0.1	-0.8	-10.3	-3.1
Cc1csc(SCC(=O)NC(=O)NC(C)(C)C)n1	3.4	-0.7	0.2	0.0	-3.2	-1.1	-2.9	-3.6	0.5
CCCN(C(=O)c1ccc([N+](=O)[O-])c(C)c1)c1c(N)n(Cc2ccccc2)c(=O)[nH]c1=O	4.1	nt	1.2	3.6	nt	-5.1	0.1	8.2	nt
CCOC(=O)N1CCC(c2nc3ccccc3[nH]2)CC1	9.7	1.6	2.9	0.4	-2.8	1.3	1.4	6.8	0.0
NNc1nc2c(Cl)cccc2s1	7.2	2.3	114.7*	3.4	-3.4	-6.9	3.4	-12.9	-0.6
CN1CCN(C(=O)CCN2C(=O)/C(=C\c3ccc(F)cc3)SC2=S)CC1	6.2	nt	-0.5	nt	nt	-20.6	nt	-13.1	nt
CCN(CC)C(CNC(=O)CSc1nnnn1-c1cccc(F)c1)c1ccco1 (stereo unspecified)	-1.0	nt	10.8	1.5	nt	-1.6	3.1	2.8	nt
NC(=O)C1CCN(c2nc3ccccc3nc2NS(=O)(=O)c2ccc(Br)cc2)CC1	3.6	nt	20.0	nt	nt	-1.6	nt	3.9	nt
Cc1cccc(N2C(=O)c3cccc4c(N5CCCCC5)c([N+](=O)[O-])cc(c34)C2=O)c1C	-4.4	2.6	-1.1	-0.7	3.4	-0.1	-1.1	-3.3	-2.0
Cc1ccc(N2CCN(C(=O)N3CCOCC3)CC2)c(C)c1	5.8	0.8	-1.3	1.9	-6.3	-4.7	2.0	5.5	-1.9
COc1cccc(/C=N/NC(=O)CSc2ccccc2C)c1O	15.9	0.1	12.6	-0.2	-1.8	-6.3	13.4	-17.4	0.9
Cc1nnsc1S(=O)c1ccc(F)cc1 (stereo unspecified)	-1.1	-4.1	-0.2	-12.8	0.4	2.6	-3.8	3.3	4.3
O=C(Nc1c2c(nc3ccccc13)CCCC2)c1cccc([N+](=O)[O-])c1	-1.9	0.4	9.6	1.9	-4.8	7.2	0.7	9.4	1.1
CCCOC(=O)c1ccc(NC(=O)CCOc2ccccc2)cc1	-2.5	-1.5	-1.1	0.4	3.5	1.0	1.4	6.2	-0.3
O=C(Nc1cccc(-c2cn3c(n2)SCC3)c1)c1ccc2c(c1)OCO2	-2.6	1.8	50.2*	0.0	9.6	-7.6	1.8	3.8	-1.4
CCN(CCCNS(=O)(=O)c1cc(-c2cc(C)no2)ccc1C)Cc1ccccc1	-2.0	-3.3	0.3	0.1	-1.7	4.7	2.5	4.7	-1.2
Cc1c(C)n(CC(O)CN2CCOCC2)c2ccccc12 (stereo unspecified)	1.1	0.3	5.3	0.6	2.1	-1.6	0.1	3.6	-0.5
CCc1ccc(NC(=O)C(C)OC(=O)/C=C/c2ccc(O)c(OC)c2)cc1 (stereo unspecified)	-3.3	nt	2.1	nt	nt	4.5	nt	-7.9	nt
O=c1nc(N2CCOCC2)nc2n1CCO2	3.1	3.2	-0.9	-1.1	-3.5	5.9	1.3	4.3	3.3
O=S(=O)(Nc1cccc(-c2nnco2)c1)c1ccc(F)cc1F	nt	0.7	-1.6	-0.4	-3.7	5.9	1.3	-9.4	-2.3
O=C1CC(Nc2ccc(N3CCOCC3)cc2)C(=O)N1Cc1ccccc1 (stereo unspecified)	25.0	-0.1	16.0	1.5	-3.6	-19.8	5.6	-9.9	-0.6
Nn1c(Cc2cccc3ccccc23)nnc1SCc1ccccc1	-7.1	0.5	1.0	-0.4	-0.6	4.7	3.9	4.6	-0.6
CCCS(=O)(=O)c1nc(S(=O)(=O)c2ccc(C)cc2)c(N2CCN(C)CC2)s1	3.0	0.2	-0.8	-1.9	-6.0	6.7	-2.3	2.1	1.1
COc1ccc(S(=O)(=O)Nc2ccc(N(C)C(C)=O)cc2)cc1	-4.3	-2.3	1.8	0.4	-11.0	-14.7	-2.1	-10.7	3.0
C#CCOCCOCCOCCNc1nc(N2CCN(C(=O)[C@H]([C@@H](C)CC)n3cc(CCCCN)nn3)CC2)nc(N2CCN(C(=O)[C@H]([C@@H](C)CC)n3cc(CCCN=C(N)N)nn3)CC2)n1	-0.1	1.0	0.7	0.7	-6.5	-4.9	3.5	1.1	1.0
CC1(C(=O)Nc2ccc(S(=O)(=O)Nc3ncccn3)cc2)CCCC1	0.1	nt	0.1	nt	nt	0.3	nt	-1.0	nt
Fc1ccc(CNCCC(Cc2ccccc2)c2ccco2)cc1 (stereo unspecified)	6.5	2.8	7.5	2.4	-2.2	-1.8	-2.7	-5.1	7.4
Cc1cccc(N/C=C(\[N+](=O)[O-])S(=O)(=O)c2ccccc2)c1C	5.0	-2.6	-0.4	0.4	-3.6	7.1	-3.5	-4.3	-0.8
COC(=O)c1cccc(NC(=O)c2cccnc2C(=O)O)c1C	-2.9	-3.9	-3.1	2.6	-1.1	0.8	1.7	0.3	-4.1
CCOC(=O)c1ccc(NC(=O)Nc2ncccc2C)cc1	0.0	-0.6	4.3	-0.9	0.5	14.3	-3.6	9.0	1.1
O=C(NC(c1ccccc1)c1ccccc1)N1CCN(CCO)CC1	8.9	-3.0	0.6	1.1	1.5	-6.5	1.8	-0.3	7.6
COc1ccc(CN2CCN(CCCc3ccccc3)C(CCO)C2)c(O)c1 (stereo unspecified)	-1.3	6.4	-0.6	4.2	-2.9	-13.6	-26.7	-7.4	0.2
O=C(Nc1nccs1)c1cc(-c2ccncc2)nc2ccccc12	10.9	15.4	55.6*	-0.7	56.4*	-9.8	2.0	-3.3	-3.8
Cc1ccc(S(=O)(=O)N2CCC(=O)N(C(COC(=O)Nc3ccccc3)Cc3ccccc3)CC2)cc1 (stereo unspecified)	4.3	-2.1	1.8	2.5	7.3	7.1	5.7	5.5	5.9
Cc1ccc(NC(=O)CCCC(=O)O)c(Br)c1	3.8	1.7	-2.3	-0.6	4.1	-3.1	1.0	1.5	4.2
CC1(C)CC(=O)C2=C(C1)Nc1ccccc1NC2c1nc2ccccc2[nH]1 (stereo unspecified)	3.8	-1.0	2.2	-0.1	-3.1	4.8	-2.4	-1.8	3.0
CCCn1c(N)c(C(=O)COC(=O)CCNS(=O)(=O)c2ccccc2F)c(=O)[nH]c1=O	7.0	4.0	0.9	1.4	-2.5	-4.8	-15.9	4.5	-25.8
COc1cc(-c2ccc3oc(-c4cccc(C)c4)c(C#CC4(O)CCCCC4)c3c2)cc(OC)c1OC	-8.4	nt	-0.3	nt	nt	5.2	nt	3.3	nt
CC(=O)NC(Cc1ccc(F)cc1)C(=O)NC1CCN(c2nnnn2-c2ccccc2)CC1 (stereo unspecified)	-0.7	-2.0	-1.9	-1.6	1.5	-0.5	-4.9	4.8	-3.4
Cc1nnc(SCC(=O)NCCN2C(=O)CSC2=O)n1-c1ccccc1	-2.2	0.1	-1.3	1.3	-2.4	8.3	-4.9	7.0	0.4
Cc1ccc(C)c(OCC(=O)NCC(C)C)c1C	-2.6	3.2	1.2	-1.9	-10.2	4.1	-3.0	-0.9	-7.0
O=C1CCN(CCc2ccccc2)CCN1[C@H](CO)c1ccccc1	-2.7	4.6	0.3	0.9	-13.9	-7.3	-3.6	2.6	-0.3
C=C(C)Cn1c(=O)c2c(nc3n2CC(C)CN3Cc2ccccc2)n(C)c1=O (stereo unspecified)	4.7	-2.5	6.2	-1.9	-9.8	-3.3	0.5	-6.8	5.2
CCCNC(=O)OCC12CC3CC(CC(C3)C1)C2	1.9	-2.5	-0.3	3.2	6.2	0.8	2.0	-0.3	1.1
CCCC(=O)NCc1nc2ccccc2n1CC(=O)c1ccccc1	1.2	-5.2	30.0	-0.4	-9.2	14.5	-1.6	-2.1	3.0
